Tcruzi prolif – T. cruzi intracellular proliferation inhibitors, primary screen, cell-based, beta-gal Tulahuen parasites, NIH3T3 host, luminescence. T. cruzi beta-gal in NIH3T3, GalScreen luminescence, 90 h. inhibition, % at 8.34 µM. 77,000 tested, 5.9% active;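 active = mean inhibition above about 93%, with at least 55% of replicates each passing it, limit read from the data, passing the limit was not always enough; inconclusive = only one of those two conditions holds; inactive = neither condition holds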
Pf Dd2 inh – P. falciparum Dd2 growth inhibitors, primary screen, SYBR Green fluorescence, single dose replicates; AID 1159554, 2015; 72 h; hits give low values; 94,000 tested, 2.3% active; activity change, % at 10 µM; in the data active = activity change below about -80%; inconclusive = no clear call, values can overlap the other calls
C diff growth – C. difficile growth inhibitors, primary screen, HTS; Clostridium difficile clinical isolate growth, OD600, 24 h; hits give low values; growth activity, negative = inhibition, % at 16 µg/mL (by protocol); 86,000 tested, 0.25% active; AID 1259249, 2017;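 active = mean growth activity at or below -80% and every replicate also at or below -80%; inconclusive = mean at or below -80% but some replicate above -80%; inactive = mean growth activity above -80%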;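 also: 0% = DMSO wells and -100% = levofloxacin 16 µg/mL wells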
GASC1 inh – inhibitors of GASC-1 (KDM4C) histone demethylase, primary screen, biochemical, single concentration HTS; Lysine-specific demethylase 4C (Homo sapiens), Q9H3R0; GST-KDM4C 2-372, H3K9me3 peptide, LANCE TR-FRET; inhibition, % at 12.5 µM; 96,000 tested, 0.15% active;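 active = mean replicate inhibition above about 25%, with at least 55% of replicates also reaching it, limit read from the data, passing the limit was not always enough; inconclusive = only one of those two conditions met; inactive = neither condition met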
Target sequence (Q9H3R0 2-372 limits assumed): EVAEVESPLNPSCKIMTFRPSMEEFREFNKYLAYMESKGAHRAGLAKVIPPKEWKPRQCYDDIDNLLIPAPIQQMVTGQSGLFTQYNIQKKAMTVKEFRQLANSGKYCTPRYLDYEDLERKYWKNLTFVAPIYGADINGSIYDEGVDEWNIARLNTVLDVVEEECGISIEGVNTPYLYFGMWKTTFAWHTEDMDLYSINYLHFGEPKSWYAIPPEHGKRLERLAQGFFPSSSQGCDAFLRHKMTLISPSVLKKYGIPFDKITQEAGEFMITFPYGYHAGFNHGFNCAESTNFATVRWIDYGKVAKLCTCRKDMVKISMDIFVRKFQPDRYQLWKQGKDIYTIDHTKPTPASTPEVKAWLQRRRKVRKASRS
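Test system – GST-tagged GASC-1 (JMJD2C) catalytic fragment, aa 2-372 · Medium – HEPES buffer, pH 7.5, plus ascorbate · Reagent – H3K9me3 peptide with Fe(II)/2OG · Compound – one test concentration per compound · Timing – 30 min reaction, 60 min detection, RT · Technique – TR-FRET with Eu antibody and ULight streptavidin, EDTA stop · Read-out basis – inhibition from TR-FRET ratio decrease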
* = called active by the depositor; ? = inconclusive; · = no result given; & = joins results of further samples.

SMILES | Tcruzi prolif | Pf Dd2 inh | C diff growth | GASC1 inh
C[C@@H]1CN([C@H](C)CO)C(=O)Cc2cc(NS(=O)(=O)c3ccc(F)cc3)ccc2O[C@@H]1CN(C)S(=O)(=O)c1cccs1 | 59 | -26 | 11 | -2.7
C[C@@H]1CN([C@@H](C)CO)C(=O)c2cc(C#CC3CCCC3)cnc2O[C@H]1CN(C)C(=O)C1CCC1 | 79 | -46 | -3 | -1.4
CO[C@H]1CN(C)C(=O)c2ccc(NC(C)=O)cc2OC[C@@H](C)N(Cc2ccccc2F)C[C@H]1C | 26 | -21 | · | 1.5
C[C@@H]1CN([C@H](C)CO)C(=O)Cc2cc(NC(=O)NC3CCCCC3)ccc2O[C@H]1CN(C)C(=O)NC1CCCCC1 | 10 | -1 | 0 | -0.7
C/C=C/c1cccc(-c2nc(C(=O)N3CCN(C)CC3)cc3c2[C@H](CCO)N(C(=O)NC(C)C)C3)c1 | · | -46 | 2 | ?
C[C@@H]1CN([C@H](C)CO)C(=O)c2cccc(NC(=O)c3nc4ccccc4s3)c2O[C@@H]1CN(C)Cc1ccc(C(F)(F)F)cc1 | 35 | -60 | · | -2.4
CCCC#Cc1ccc([C@@H]2[C@H](CO)N3CCCCN(S(=O)(=O)c4ccccc4C)C[C@@H]23)cc1 | 87 | -73 | -96* | 3.6
CN1CCN(C(=O)C[C@H]2CC[C@H]3[C@@H](COC[C@@H](O)CN3C(=O)C3CCCC3)O2)CC1 | 20 | 12 | · | -1.1
C/C=C/c1ccc([C@H]2[C@H](CO)N3C(=O)CN(C(=O)Nc4ccc(OC)cc4)C[C@@H]23)cc1 | · | 3 | 2 | -0.8
C[C@@H]1CN([C@@H](C)CO)C(=O)c2cc(NC(=O)CCC(F)(F)F)ccc2O[C@H]1CN(C)CC1CCCCC1 | 8 | -2 | 2 | -0.6
COc1ccc(NC(=O)Nc2ccc3c(c2)CC(=O)N([C@H](C)CO)C[C@@H](C)[C@H](CN(C)C(=O)NC(C)C)O3)cc1 | 12 | 8 | 1 | 7.5
O=C(C[C@@H]1CC[C@@H](NC(=O)Nc2ccc(C(F)(F)F)cc2)[C@@H](CO)O1)NCc1cc(F)cc(F)c1 | -1 | -4 | · | 0.6
O=C(C1CCOCC1)N1CC2(C1)[C@H](c1ccccc1)[C@H](CO)N2Cc1ccc(Cl)cc1 | · | -23 | -1 | 1.0
CC(C)NC(=O)Nc1ccc2c(c1)C(=O)N([C@@H](C)CO)C[C@@H](C)[C@H](CN(C)C(=O)C1CCCCC1)OCCCC[C@H](C)O2 | -31 | · | 0 | -0.6
O=C(CCN1CCCCC1)NCC[C@@H]1CC[C@@H](NC(=O)Cc2cccnc2)[C@@H](CO)O1 | -56 | 25 | · | 0.5
C[C@@H]1CN([C@H](C)CO)C(=O)Cc2cc(NC(=O)Cc3ccccc3)ccc2O[C@H]1CN(C)CC1CC1 | 32 | -11 | 1 | 0.9
CO[C@@H]1CN(C)C(=O)c2ccc(NC(=O)Nc3ccccc3)cc2OC[C@@H](C)N(C(=O)Nc2c(C)noc2C)C[C@@H]1C | 2 | -14 | -2 | 1.4
COCC(=O)Nc1ccc2c(c1)C(=O)N(C)C[C@H](OC)[C@H](C)CN(Cc1cccnc1)[C@@H](C)CO2 | -27 | 27 | · | -0.4
COc1ccc(C#Cc2cnc3c(c2)C(=O)N([C@H](C)CO)C[C@H](C)[C@H](CN(C)C(=O)Nc2cccc(OC)c2)O3)cc1 | 42 | -30 | 10 | -5.7
C[C@@H]1CN([C@@H](C)CO)C(=O)c2cc(NS(=O)(=O)c3cn(C)cn3)ccc2O[C@H]1CN(C)C | 30 | -11 | 2 | 1.0

Sorted by number of heavy atoms (rising): 3 of the compounds above
SMILES | Tcruzi prolif | Pf Dd2 inh | C diff growth | GASC1 inh
C/C=C/c1ccc([C@H]2[C@H](CO)N3C(=O)CN(C(=O)Nc4ccc(OC)cc4)C[C@@H]23)cc1 | · | 3 | 2 | -0.8
C[C@@H]1CN([C@@H](C)CO)C(=O)c2cc(C#CC3CCCC3)cnc2O[C@H]1CN(C)C(=O)C1CCC1 | 79 | -46 | -3 | -1.4
COc1ccc(NC(=O)Nc2ccc3c(c2)CC(=O)N([C@H](C)CO)C[C@@H](C)[C@H](CN(C)C(=O)NC(C)C)O3)cc1 | 12 | 8 | 1 | 7.5

Other compounds
SMILES | Tcruzi prolif | Pf Dd2 inh | C diff growth | GASC1 inh
O=C(Cc1ccccn1)N1CC(=O)N2[C@H](CO)[C@H](c3ccc(C#CC4CC4)cc3)[C@H]2C1 | · | -11 | 6 | 0.8
O=C(C[C@H]1C[C@H]2c3cc(NS(=O)(=O)c4ccc(F)cc4)ccc3O[C@H]2[C@@H](CO)O1)NCc1ccc(Cl)cc1 | -13 | -29 | 1 | -2.4
Cc1noc(C)c1S(=O)(=O)Nc1ccc2c(c1)C(=O)N([C@H](C)CO)C[C@@H](C)[C@@H](CN(C)S(=O)(=O)c1ccc(Cl)cc1)OCCCC[C@@H](C)O2 | 85 | ? | 9 | -1.2
C[C@H](CO)N1C[C@H](C)[C@@H](CN(C)Cc2ccc(Oc3ccccc3)cc2)Oc2ccc(NS(=O)(=O)c3ccccc3)cc2C1=O | 40 | -13 | 50 | -1.0
COCC(=O)N1C[C@H](C)[C@H](OC)CN(C)C(=O)c2cc(NC(=O)c3cc(C)on3)ccc2OC[C@@H]1C | 13 | -12 | · | 1.0
C[C@@H]1CN([C@H](C)CO)C(=O)c2cccc(NC(=O)C3CCOCC3)c2O[C@H]1CN(C)C | · | -4 | 1&-2 | 0.5
O=C(NCCc1ccccc1)[C@H]1N[C@H]2c3ccc(-c4ccc(F)cc4)c(=O)n3C[C@H]2[C@@H]1CO | -24 | 0 | 4 | -2.4
O=C(c1ccccc1F)N1CC[C@@H]2[C@H](CO)Nc3ccc(-c4ccccc4)cc3[C@@H]21 | 81 | 26 | -1 | -1.0
O=C(C[C@@H]1C[C@@H]2c3cc(NS(=O)(=O)c4ccc(F)cc4)ccc3O[C@@H]2[C@H](CO)O1)NCC(F)(F)F | -5 | 0 | -8 | 0.3
C[C@H](CO)N1C[C@H](C)[C@H](CN(C)CC2CC2)Oc2ncc(-c3cccc(C(=O)N(C)C)c3)cc2C1=O | 15 | 14 | 0 | 0.1

13 entries out of the list, ordered by molecular weight, descending.
SMILES | Tcruzi prolif | Pf Dd2 inh | C diff growth | GASC1 inh
Cc1noc(C)c1S(=O)(=O)Nc1ccc2c(c1)C(=O)N([C@H](C)CO)C[C@@H](C)[C@@H](CN(C)S(=O)(=O)c1ccc(Cl)cc1)OCCCC[C@@H](C)O2 | 85 | ? | 9 | -1.2
CO[C@@H]1CN(C)C(=O)c2ccc(NC(=O)Nc3ccccc3)cc2OC[C@@H](C)N(C(=O)Nc2c(C)noc2C)C[C@@H]1C | 2 | -14 | -2 | 1.4
COc1ccc(C#Cc2cnc3c(c2)C(=O)N([C@H](C)CO)C[C@H](C)[C@H](CN(C)C(=O)Nc2cccc(OC)c2)O3)cc1 | 42 | -30 | 10 | -5.7
O=C(C[C@H]1C[C@H]2c3cc(NS(=O)(=O)c4ccc(F)cc4)ccc3O[C@H]2[C@@H](CO)O1)NCc1ccc(Cl)cc1 | -13 | -29 | 1 | -2.4
O=C(C[C@@H]1C[C@@H]2c3cc(NS(=O)(=O)c4ccc(F)cc4)ccc3O[C@@H]2[C@H](CO)O1)NCC(F)(F)F | -5 | 0 | -8 | 0.3
COCC(=O)N1C[C@H](C)[C@H](OC)CN(C)C(=O)c2cc(NC(=O)c3cc(C)on3)ccc2OC[C@@H]1C | 13 | -12 | · | 1.0
C[C@H](CO)N1C[C@H](C)[C@H](CN(C)CC2CC2)Oc2ncc(-c3cccc(C(=O)N(C)C)c3)cc2C1=O | 15 | 14 | 0 | 0.1
C[C@@H]1CN([C@H](C)CO)C(=O)Cc2cc(NC(=O)Cc3ccccc3)ccc2O[C@H]1CN(C)CC1CC1 | 32 | -11 | 1 | 0.9
COCC(=O)Nc1ccc2c(c1)C(=O)N(C)C[C@H](OC)[C@H](C)CN(Cc1cccnc1)[C@@H](C)CO2 | -27 | 27 | · | -0.4
O=C(NCCc1ccccc1)[C@H]1N[C@H]2c3ccc(-c4ccc(F)cc4)c(=O)n3C[C@H]2[C@@H]1CO | -24 | 0 | 4 | -2.4
C[C@@H]1CN([C@H](C)CO)C(=O)c2cccc(NC(=O)C3CCOCC3)c2O[C@H]1CN(C)C | · | -4 | 1&-2 | 0.5
O=C(CCN1CCCCC1)NCC[C@@H]1CC[C@@H](NC(=O)Cc2cccnc2)[C@@H](CO)O1 | -56 | 25 | · | 0.5
O=C(Cc1ccccn1)N1CC(=O)N2[C@H](CO)[C@H](c3ccc(C#CC4CC4)cc3)[C@H]2C1 | · | -11 | 6 | 0.8

(continued)
SMILES | Tcruzi prolif | Pf Dd2 inh | C diff growth | GASC1 inh
CCCC#Cc1ccc([C@@H]2[C@H]3CN(C(=O)c4ccccn4)CC(=O)N3[C@H]2CO)cc1 | · | -18 | 2 | 0.6
CC(C)NC(=O)N(C)C[C@@H]1OCCCC[C@@H](C)Oc2ccc(NC(=O)C3CCCCC3)cc2C(=O)N([C@H](C)CO)C[C@H]1C | 68 | -25 | -3 | 0.0
COc1ccc2c3c([nH]c2c1)[C@H](CO)N(C(=O)NC(C)C)CC31CN(C(=O)NC2CCCC2)C1 | · | -9 | -9 | -0.6
COc1cccc(NC(=O)N[C@@H]2CC[C@@H](CC(=O)N3CCN(C)CC3)O[C@@H]2CO)c1 | -44 | 7 | 5 | -0.5
COc1ccc(S(=O)(=O)N(C)C[C@H]2Oc3c(NC(=O)C4CC4)cccc3C(=O)N([C@H](C)CO)C[C@@H]2C)cc1 | 9 | 10 | 2 | 0.4
C[C@@H]1CN([C@H](C)CO)C(=O)Cc2cc(NC(=O)C3CC3)ccc2O[C@H]1CN(C)Cc1ccc(C(F)(F)F)cc1 | 72 | -1 | 0 | -1.3
COc1cccc(NC(=O)C[C@@H]2CC[C@@H]3[C@@H](COc4ccc(NS(=O)(=O)c5cccc(F)c5)cc4C(=O)N3C)O2)c1 | -49 | -5 | -2 | 1.8
CO[C@H](CN(C)C(=O)c1cnccn1)[C@H](C)CN([C@@H](C)CO)S(=O)(=O)c1ccc(Cl)cc1 | -27 | 11 | · | 0.7
C[C@@H]1CN([C@@H](C)CO)C(=O)c2cc(C#Cc3ccncc3)cnc2O[C@@H]1CN(C)CC1CCOCC1 | -171 | 8 | 13 | -1.4
CC(C)NC(=O)N(C)C[C@@H]1Oc2c(NC(=O)Nc3ccc4c(c3)OCO4)cccc2C(=O)N([C@@H](C)CO)C[C@@H]1C | 6 | -5 | -1 | -0.2
CCCN1[C@H](C(=O)NCC)[C@@H](CO)[C@@H]2Cn3c(ccc(/C=C/c4ccccc4)c3=O)[C@@H]21 | 26 | -21 | 9 | 3.3
COC(=O)C[C@@H]1CC[C@@H](NC(=O)Nc2ccc(C(F)(F)F)cc2)[C@@H](CO)O1 | -90 | -22 | -5 | 0.7
CCC(=O)N1[C@H](CO)[C@@H](c2ccccc2)C12CN(CCC(F)(F)F)C2 | · | 4 | -4 | -1.2
C[C@@H]1CN([C@@H](C)CO)S(=O)(=O)c2ccc(C#C[C@@H](C)O)cc2O[C@H]1CN(C)C(=O)c1ccccc1 | -1 | -9 | -1 | 25
C[C@@H](NC(=O)C[C@H]1C=C[C@H](NC(=O)C2CCOCC2)[C@H](CO)O1)c1ccccc1 | -7 | 9 | -1 | 1.1
C[C@@H]1CCCCO[C@H](CN(C)C(=O)CCCN(C)C)[C@@H](C)CN([C@@H](C)CO)C(=O)c2cc(NC(=O)CCCN(C)C)ccc2O1 | -13 | 58 | 4 | 17
C[C@@H]1CCCCO[C@H](CN(C)Cc2ccc(Cl)c(Cl)c2)[C@H](C)CN([C@@H](C)CO)C(=O)c2cc(NC(=O)Nc3ccc(F)cc3)ccc2O1 | 106* | -85* | · | 0.5
CC(=O)N[C@H]1CC[C@H](CCNC(=O)C2CCCC2)O[C@@H]1CO | · | 4 | -3 | -0.7
COc1ccc(S(=O)(=O)N(C)C[C@H]2OCCCC[C@@H](C)Oc3ccc(N(C)C)cc3C(=O)N([C@H](C)CO)C[C@H]2C)cc1 | 117* | -12 | -1 | -2.0
CC(C)CC#Cc1cnc2c(c1)C(=O)N([C@H](C)CO)C[C@@H](C)[C@H](CN(C)Cc1cncnc1)O2 | 14 | · | 2 | 0.3
CCS(=O)(=O)Nc1ccc2c(c1)C(=O)N(C)[C@H]1CC[C@@H](CC(=O)N[C@H]3CCN(Cc4ccccc4)C3)O[C@@H]1CO2 | 17 | · | -7 | -0.5
